PMI act: activators of human phosphomannose isomerase; purified human PMI, coupled resazurin fluorescence, 20 min; hits give high values; 1 = vehicle control, 0 substrate-free wells; 0.005% of 190,000 active; activation factor at 20 µM;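 active = activation factor of 2 or more at 20 µM, relative to plate controls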
Lmaj promast: Leishmania major promastigote growth inhibition; Leishmania major promastigotes, resazurin fluorescence viability; inhibition, % at 10 µM; 9% of 200,000 active;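 note: promastigotes grown with compound for 44 hours at 28 °C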
Diaphorase inh: diaphorase inhibition or chemical oxidation counter-screen. 0.69% of 190,000 active. diaphorase resazurin-to-resorufin fluorescence, NADH, 16 min; bacterial (C. kluyveri) enzyme, not human. inhibition, % at 20 µM. AID 1217;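 active = primary screen inhibition at 20 µM above a set limit, cut at about 50% in these data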;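 note: plate controls were DMSO with full reaction for no effect and wells lacking NADH for full effect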
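Test system: Clostridium kluyveri diaphorase enzyme / Quantity: diaphorase at 0.14 U/mL in enzyme working solution / Incubation: 16-min room-temperature incubation before reading / Benchmarks: NADH-free wells as positive control, DMSO-only neutral wells / Signal: resorufin fluorescence 544/590 nm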
RAM inhibit: inhibitors of the yeast RAM network | S. cerevisiae dse1pr::URA3 reporter, 5-FOA growth OD615, 2 d; analog-sensitive cbk1-as2 kinase mutant strain | inhibition, % at 50 µM | 1.8% of 190,000 active | AID 868;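 active = inhibition above a set limit, 3 SD over mean compound inhibition, cut at about 8.4% in these data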;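 note: 0% = DMSO-only wells with no growth and 100% = 10 µM 1-NA-PP1 full growth; inhibition rescues growth on 5-FOA so higher OD means more RAM inhibition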
TLR4-MyD88 BLA: TLR4-MyD88 interaction inhibition in cells. HeLa CL3-4 TLR4/MyD88 BLA complementation, FRET ratio. 0.18% of 200,000 active. inhibition, % at 8.4 µM; in the data active = inhibition above about 25%;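 note: 0% = vehicle and 100% = reference inhibitor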
Target sequence (O00206 whole entry, looked up): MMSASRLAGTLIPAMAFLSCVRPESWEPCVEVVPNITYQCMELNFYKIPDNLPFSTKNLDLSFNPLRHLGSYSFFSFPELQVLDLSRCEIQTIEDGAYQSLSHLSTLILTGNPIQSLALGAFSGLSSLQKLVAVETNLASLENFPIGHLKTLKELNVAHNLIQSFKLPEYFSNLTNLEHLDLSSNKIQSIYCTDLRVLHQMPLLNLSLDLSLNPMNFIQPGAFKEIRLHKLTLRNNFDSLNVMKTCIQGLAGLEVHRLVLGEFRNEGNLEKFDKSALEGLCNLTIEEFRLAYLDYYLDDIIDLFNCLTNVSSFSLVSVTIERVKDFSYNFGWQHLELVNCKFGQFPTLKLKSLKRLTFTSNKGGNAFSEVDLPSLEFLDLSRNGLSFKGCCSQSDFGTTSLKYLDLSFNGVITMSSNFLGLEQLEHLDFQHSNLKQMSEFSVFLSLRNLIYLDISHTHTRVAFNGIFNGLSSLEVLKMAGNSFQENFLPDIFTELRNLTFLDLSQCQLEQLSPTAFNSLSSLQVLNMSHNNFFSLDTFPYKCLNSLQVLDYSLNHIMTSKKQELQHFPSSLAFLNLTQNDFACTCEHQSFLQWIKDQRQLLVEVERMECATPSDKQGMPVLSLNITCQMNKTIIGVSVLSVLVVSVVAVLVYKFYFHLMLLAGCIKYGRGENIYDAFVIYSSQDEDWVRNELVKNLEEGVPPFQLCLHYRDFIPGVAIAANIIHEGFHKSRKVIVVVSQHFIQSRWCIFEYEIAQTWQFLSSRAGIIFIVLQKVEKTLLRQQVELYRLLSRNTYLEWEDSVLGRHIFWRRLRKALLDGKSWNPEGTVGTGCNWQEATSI
Target sequence (Q99836 whole entry, looked up): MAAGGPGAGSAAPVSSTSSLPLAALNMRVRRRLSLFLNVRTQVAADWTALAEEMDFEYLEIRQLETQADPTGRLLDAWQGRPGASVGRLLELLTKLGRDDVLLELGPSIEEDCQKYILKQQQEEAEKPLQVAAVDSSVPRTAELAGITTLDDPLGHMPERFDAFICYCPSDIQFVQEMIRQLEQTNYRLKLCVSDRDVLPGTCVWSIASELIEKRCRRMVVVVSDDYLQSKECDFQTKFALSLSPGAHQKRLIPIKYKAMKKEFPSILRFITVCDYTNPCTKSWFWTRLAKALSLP
Hsp70 activator: switches on Hsp70 transcription; HeLa Hsp70 promoter luciferase reporter, luminescence; scaled: vehicle 0, proteasome-inhibitor control 100%; activation, % at 10 µM; 0.04% of 200,000 active; AID 1203;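 active = activation above the mean across all tested compounds plus 3 SD, cutoff set per campaign, cut at about 5.5% in these data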;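 note: 100% = MG132 at 30 µM as the positive control and 0% = DMSO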
G6PDH counter: counter-screen for G6PDH assay hits: L. mesenteroides G6PDH inhibition; inhibition, % at 5 µM; Purified L. mesenteroides G6PDH, diaphorase/resazurin coupled fluorescence, 45 min; 0.12% of 200,000 active
Diaph act CS: diaphorase activation or chemical reduction counter-screen; 0.005% of 190,000 active; activation factor at 20 µM; Diaphorase/resazurin coupled assay, resorufin fluorescence, 16 min; hits give high values; 1 = vehicle wells, 0 = NADH-free wells;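 active = diaphorase activity raised at least twofold by the compound at 20 µM; inactive = activation factor below 2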
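Material: bacterial diaphorase enzyme (C. kluyveri); amount: enzyme 0.07 U/mL final; reagent: NADH substrate 0.114 mM plus resazurin dye 0.1 mM, final; doses: single compound dose of 20 µM, 1% DMSO final; timing: 16 min enzyme reaction, ambient temperature; measured by: fluorescence of resorufin, 544 nm excitation, 590 nm emission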
S1P3 antag: blocks the human S1P3 receptor. 0.27% of 170,000 active. CHO S1P3 NFAT-BLA reporter, FRET fluorescence, antagonist mode. Q99500. inhibition, % at 4.98 µM. AID 485;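 active = inhibition above the plate cutoff, the mean inhibition of test wells on that plate plus 3 SD, cut at about 28% in these data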;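 note: cells challenged with S1P at its EC80 of 0.8 µM; blue over green emission ratio from cleaved BLA substrate after 4 h stimulation; 0% = S1P-stimulated wells and 100% = unstimulated DMSO-only wells; some compounds past the cut are filed as inactive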
DTT redox prof: compounds producing H2O2 with reducing agent – biochemical, NIH compound library profiling, artefact control for MLSCN library redox annotation, primary screen; DTT-dependent redox cycling H2O2, phenol red/HRP absorbance; 100% = 100 µM peroxide control, 0% = buffer; activation, % at 10 µM; 0.03% of 200,000 active; AID 878;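 active = activation of at least 50% relative to the plate's high and low controls in the primary single-dose screen; inactive = activation below 50%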;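 note: compound incubated with DTT at 0.8 mM final as the reducing agent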
PMI act satM6P: activators of human phosphomannose isomerase at near-saturating mannose 6-phosphate; P34949; coupled PMI enzyme assay, resazurin fluorescence, 20 min; hits give high values; 1 = untreated enzyme, 0 = substrate-free blank; activation factor at 20 µM; 0.34% of 190,000 active; AID 1216;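 active = activation factor of 2 or more at 20 µM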
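Test system: human PMI in coupled enzyme assay; Input: PMI at 15 ng/mL final; Medium: HEPES buffer, pH 7.4; Schedule: 20 min incubation at room temperature; Technique: resorufin fluorescence at Ex 544/Em 590 nm; Compound: 20 µM single dose; Probe or stimulus: Near-saturating mannose-6-phosphate, 1.0 mM.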
* marks the source's active call; other numbers are inactive results; / = not tested or not shown. Cut-off read from the data, not from the text of the source, unless noted: active = inhibition above about 50%; inactive = the rest.

SMILES	PMI act	Lmaj promast	Diaphorase inh	RAM inhibit	TLR4-MyD88 BLA	Hsp70 activator	G6PDH counter	Diaph act CS	S1P3 antag	DTT redox prof	PMI act satM6P
C=CCN1C(=O)C2(c3ccccc31)C1CCCC=C1C(C#N)=C(N)C2(C#N)C#N (stereo unspecified)	0.9	-2	25	3.7	13	-0.2	-7	0.7	0	2.3	0.9
CC(C)(C)NC(=O)NC(=O)COC(=O)Cc1ccc(Cl)cc1Cl	1	-4	4	2.1	17	-0.4	2	1	-5	3.0	1
Cc1ccc(S(=O)(=O)Nc2cc(NC(=O)CN3CCOCC3)ccc2Cl)cc1	1	-4	-3	0.1	2	-0.4	8	1	-24	2.0	1.1
CC(Cc1cccs1)NC(=O)Nc1ccc(Cl)c(Cl)c1 (stereo unspecified)	0.9	61*	9	4.4	15	0.2	4	0.9	/	0.1	0.9
COc1ccc([N+](=O)[O-])cc1N(CC(O)CN(C)C)S(=O)(=O)c1ccccc1 (stereo unspecified)	0.9	37	14	-0.3	-9	-0.6	10	0.9	-10	0.2	1
COc1cccc(-n2c(CN3CCN(c4ccccn4)CC3)nc3ccc([N+](=O)[O-])cc3c2=O)c1	1.1	16	-2	1.7	-13	2.0	4	1	-13	-1.7	1
CCN(CC)c1ccc(-c2nnc(SCC(=O)Nc3ccccc3C#N)n2-c2ccccc2)cc1	1	24	22	0.8	4	-0.5	18	0.8	/	2.0	0.9
Cc1ccc(C)c2c1cc(C)c1nnc(SCc3ccccn3)n12	1	-2	5	0.3	-10	-0.2	-9	1	/	2.1	1
Cc1cc(NC(=O)NC(=O)c2ccc(F)cc2F)n[nH]1	1	0	5	2.0	0	0.0	-1	1	-2	-0.1	1.1
O=C1c2ccc3c4c(ccc(c24)C(=O)N1c1ccc(O)cc1)C(=O)N(c1ccc(O)cc1)C3=O	1.1	-3	11	3.5	-14	-0.3	10	0.9	-4	-0.5	0.9
O=C(CN1CCN(C(=O)c2ccco2)CC1)Nc1cccc([N+](=O)[O-])c1	1	-4	5	0.6	8	-0.3	18	0.9	-14	-0.8	1
O=C(Nc1cccc(C(F)(F)F)c1)OCCN1CCN(Cc2ccccc2)CCC1=O	1.1	5	16	0.1	0	0.0	18	0.8	10	0.4	1
COC(=O)c1ccc(-c2ccco2)n1Cc1nc(-c2ccc(OC)c(OC)c2)oc1C	0.9	66*	25	8.4*	-9	-0.3	-2	0.8	18	0.5	1
C=CCNC(=O)C(=O)N/N=C/c1ccco1	1	-6	12	1.2	6	-0.3	-10	0.9	-14	-0.1	1
CC(=O)c1c(C)oc2ccc(N(C(=O)c3ccncc3)S(=O)(=O)c3ccccc3)cc12	1	3	13	3.1	2	-0.1	4	0.9	-3	-4.0	1
CCOCCCNC(=O)C(NC(=O)Cc1cccs1)c1ccc(OC)cc1 (stereo unspecified)	1.1	-5	-11	1.0	12	0.0	0	1.1	-13	0.5	1.1
CCS(=O)(=O)N1CCC(C(=O)NCc2ccc(OC)cc2)CC1	1	-6	7	2.0	6	0.0	-4	0.9	-14	0.0	1
Cn1nnnc1SCc1nc2ccccc2[nH]1	1	-4	18	0.0	-8	-0.1	6	0.8	-12	4.8	0.9
C/C(=N\NC(=O)CNC(=O)C(c1ccccc1)c1ccccc1)c1ccccc1	1.2	-9	1	3.8	0	-0.1	-2	1	2	0.6	1.1
CCCCCC(=O)NC(Cc1ccc(OC)c([N+](=O)[O-])c1)C(=O)O (stereo unspecified)	1.1	5	-4	-0.4	-2	-0.1	2	1	-28	-0.5	1.1
COC(=O)C1CC(c2ccc(Cl)cc2)=NO1 (stereo unspecified)	1	-10	9	-0.6	-2	-0.3	6	0.9	-8	-1.5	0.9
CN(C)c1ccnc(Oc2ccc(Cl)cc2)c1C#N	0.9	-3	4	0.3	-9	-0.1	9	1	/	2.8	0.9
Cc1cc(C)cc(Oc2ccccc2/C=N\O)c1	0.9	1	5	-1.8	-3	-0.4	25	0.9	/	-0.3	0.9
COc1ccccc1N1CCN(C(=O)COc2ccc(C)cc2Br)CC1	0.9	2	15	0.3	-10	-0.1	1	0.9	33	3.0	0.9
CCC1(c2ccccc2)NC(=O)N(Cc2ccc(C(=O)OC)cc2)C1=O (stereo unspecified)	1	-5	7	0.1	3	-0.4	-11	0.9	3	0.3	1.1
O=C(Nc1nc2cc3c(cc2s1)OCCO3)c1cccc(S(=O)(=O)N2CCOCC2)c1	1	99*	24	/	-1	-0.4	10	0.8	33	1.7	1
Cc1ccc(Nc2cc(C)nc3nc(C)nn23)c(C)c1	1	-8	8	-0.1	-4	-0.1	13	0.9	-9	0.4	1
CCOC(=O)N1CCN(C(=O)CCn2nc(-c3ccc(Cl)cc3)ccc2=O)CC1	1	0	14	0.4	-10	-0.1	8	0.9	-18	-1.4	0.9
COc1nccc(Nc2ccccc2)c1C#N	1.1	-11	5	0.3	-2	-0.4	2	0.9	26	3.8	1.1
CCc1ccc(-c2cc(C(F)(F)F)n3nc(C(=O)Nc4cnn(Cc5ccc(C)cc5)c4)cc3n2)s1	1	4	8	0.9	-5	0.1	3	0.9	/	0.4	1
Cc1ccccc1NC(=O)c1oc(=O)c2ccccc2c1-c1ccccc1	1.1	44	16	5.3	-14	-0.1	12	0.8	6	1.3	1
COc1ccc(N2CCN(C(=O)CSc3nnnn3-c3ccc4c(c3)OCCO4)CC2)cc1	0.9	3	31	2.3	12	-0.2	5	0.7	6	2.0	0.8
COc1ccccc1NC(=O)c1ccccc1-c1nc(-c2ccccc2OC)no1	0.9	23	12	0.8	8	0.1	-11	0.9	-6	0.8	1
NCCCC(=O)N1c2ccccc2Sc2ccccc21	1.1	25	6	0.9	-7	0.3	-4	0.9	-10	-1.4	1
CC1(C)CC(=O)C(CC(=O)NC(=O)NCc2ccccc2)=C(O)C1	1.1	-8	10	2.1	17	-0.5	5	0.9	4	3.2	1.1
Cc1sc(NC(=O)c2cc3ccccc3oc2=O)c(C(=O)OC(C)C)c1-c1ccccc1	1	-2	8	0.7	8	-0.1	4	0.9	/	0.1	1
Cc1[nH]c(-c2ccco2)nc1C(=O)O	1.1	-7	9	2.6	0	-0.3	7	0.9	-25	-5.2	1.1
Cc1cccc(N2C(=O)CC(N3CCN(c4ccccn4)CC3)C2=O)c1 (stereo unspecified)	1	-6	15	0.8	11	0.5	12	0.9	-3	-0.3	1
CCOc1ccc(NC(=O)CSc2nnc(C3CC3)n2C)cc1	0.9	-2	-1	3.5	3	-0.2	3	1	2	0.3	1
CSCCC(NC(=O)c1ccccc1)C(=O)OCC(=O)c1ccc[nH]1 (stereo unspecified)	1	48	13	3.1	5	-0.6	-5	0.9	5	-0.1	0.9
COCCCNC(=O)/C=C/c1cccc(Cl)c1	1	-6	13	0.4	1	-0.1	-4	0.9	/	3.0	1
O=C(COC(=O)c1ccccc1)NCc1cccs1	1.1	-9	-5	3.3	11	0.0	0	1	8	0.1	1.1
NNc1ccc2c(C(F)(F)F)cc(C(F)(F)F)nc2n1	1.1	-9	-17	-0.2	7	0.5	9	1.2	-20	-1.0	1.1
O=C(c1cncs1)N1CCCC(CNS(=O)(=O)c2cccs2)C1 (stereo unspecified)	0.9	-4	18	0.4	-5	-0.1	9	0.8	-14	-0.8	0.9
COc1ccc(NC(=O)CSc2nnc(-c3cccs3)n2Cc2ccco2)cc1OC	1.1	26	17	5.0	3	-0.3	4	0.8	-23	0.8	1
CCCC(=O)Nc1ccccc1NC(C)=O	1	-4	10	1.4	10	0.2	0	0.9	-31	3.6	1
CN(C)c1ccccc1C(=O)N1CCCC(C(=O)c2ccc3ccccc3c2)C1 (stereo unspecified)	0.8	13	26	0.0	9	0.2	4	0.7	5	-1.4	0.9
COc1ccc(-n2nc(C(=O)c3cccs3)cc(-c3nc4ccccc4[nH]3)c2=N)cc1	1	99*	-11	0.2	2	-0.3	-3	1.1	/	1.5	1
COc1ccc(-n2c(C)nnc2SCC(=O)N2C(C)CCCC2C)cc1 (stereo unspecified)	1.1	-7	-7	3.2	8	0.0	5	1.1	11	3.0	1
O=C(Nc1ccc2oc(-c3ccccc3F)nc2c1)c1ncn[nH]1	0.9	100*	7	2.1	-17	-0.1	-1	0.9	/	-0.1	0.9
COCC(C)n1c(C)cc(C(=O)COc2ccc(C)nc2[N+](=O)[O-])c1C (stereo unspecified)	1	4	4	1.5	-14	-0.2	3	1	-9	0.6	0.9
O=C(CCC1CCCC1)c1c(O)c2ccccc2oc1=O	1.1	-3	19	0.3	0	-0.2	-14	0.8	-37	-0.9	1.2
COc1ccc(CN2CCCCC2c2cccnc2)c(OC)c1C (stereo unspecified)	1	70*	19	/	-3	-0.2	-5	0.8	-30	-1.0	1
COc1ccc(N(CC(=O)Nc2ccc3c(c2)OCCO3)S(=O)(=O)c2cccnc2)cc1	0.9	6	2	0.6	-12	-0.2	-3	1	-21	0.0	0.9
CCN(CC)S(=O)(=O)c1cc([N+](=O)[O-])ccc1NNC(=O)Nc1ccccc1OC	0.9	80*	16	0.5	11	-0.3	-1	0.8	/	2.1	1
O=c1cc(CN2CCc3ccccc3C2)nc2sccn12	1.1	-6	-14	0.2	7	0.0	6	1.1	-17	-0.3	1
COc1cc(C(=O)NNC(=O)Nc2ccc([N+](=O)[O-])cc2)cc(OC)c1OC	1	-5	8	3.7	-15	-0.2	3	0.9	-6	-0.5	1

Entries from the list above with a CF3 group (3):
SMILES	PMI act	Lmaj promast	Diaphorase inh	RAM inhibit	TLR4-MyD88 BLA	Hsp70 activator	G6PDH counter	Diaph act CS	S1P3 antag	DTT redox prof	PMI act satM6P
O=C(Nc1cccc(C(F)(F)F)c1)OCCN1CCN(Cc2ccccc2)CCC1=O	1.1	5	16	0.1	0	0.0	18	0.8	10	0.4	1
CCc1ccc(-c2cc(C(F)(F)F)n3nc(C(=O)Nc4cnn(Cc5ccc(C)cc5)c4)cc3n2)s1	1	4	8	0.9	-5	0.1	3	0.9	/	0.4	1
NNc1ccc2c(C(F)(F)F)cc(C(F)(F)F)nc2n1	1.1	-9	-17	-0.2	7	0.5	9	1.2	-20	-1.0	1.1

High-throughput results from PubChem BioAssay.
